GSIS activator: primary screen for activators of insulin secretion dependent on glucose, INS-1E cells, GLuc reporter luminescence; 0.61% of 370,000 active; INS-1E GLuc reporter insulin secretion, 2-3 h; activation, % at 16.6 µM;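 active = lowest replicate activation of at least 40%, so every replicate reaches that level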;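 note: 0% = median of neutral control wells and 100% = median of IBMX positive control wells; some compounds called inactive have numbers as strong as hits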
XiGFP reactiv: reactivates the inactive X chromosome in mouse fibroblasts; XiGFP mouse fibroblasts, % GFP-positive cells imaging, 3 d; cells co-treated with 5-aza-dC sensitizer; scaled so ellipticine positive control = 100%; activation, % at 7.58 µM; 0.055% of 360,000 active; AID 743238;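 active = mean normalized replicate activation at least 10% and every replicate at or above 10%; inconclusive = only one of the two criteria met; inactive = mean below 10% and not all replicates reach 10%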;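 note: 0% = median of on-plate neutral control wells and 100% = ellipticine 6 µM median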
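System: 68-5-11 XiGFP fibroblast line | Buffer or medium: DMEM containing 5-aza-dC | Compound: Single point | Times: Compounds 3 days, fix/stain 15 min at room temperature | Benchmarks: Positive control ellipticine, 6 µM final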
E-sel inducer: E-selectin induction on HUVECs; P16581; HUVEC E-selectin immunofluorescence imaging; normalized: neutral wells 0, TNF-alpha wells 100; activation, % at 7.58 µM; 0.37% of 260,000 active; AID 686992;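 active = mean E-selectin-positive cell signal at least 10% of the positive control, reached in at least 60% of replicates, without over 20% cell loss; inconclusive = no rule given, readout overlaps actives, possibly toxicity-flagged; inactive = the rest, including those meeting only one limit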;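 note: in these data hits start at about 27%; measured in HUVEC primary endothelial cells; signal is the percent of cells scored E-selectin positive by PE staining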
Target sequence (P16581 whole entry, looked up): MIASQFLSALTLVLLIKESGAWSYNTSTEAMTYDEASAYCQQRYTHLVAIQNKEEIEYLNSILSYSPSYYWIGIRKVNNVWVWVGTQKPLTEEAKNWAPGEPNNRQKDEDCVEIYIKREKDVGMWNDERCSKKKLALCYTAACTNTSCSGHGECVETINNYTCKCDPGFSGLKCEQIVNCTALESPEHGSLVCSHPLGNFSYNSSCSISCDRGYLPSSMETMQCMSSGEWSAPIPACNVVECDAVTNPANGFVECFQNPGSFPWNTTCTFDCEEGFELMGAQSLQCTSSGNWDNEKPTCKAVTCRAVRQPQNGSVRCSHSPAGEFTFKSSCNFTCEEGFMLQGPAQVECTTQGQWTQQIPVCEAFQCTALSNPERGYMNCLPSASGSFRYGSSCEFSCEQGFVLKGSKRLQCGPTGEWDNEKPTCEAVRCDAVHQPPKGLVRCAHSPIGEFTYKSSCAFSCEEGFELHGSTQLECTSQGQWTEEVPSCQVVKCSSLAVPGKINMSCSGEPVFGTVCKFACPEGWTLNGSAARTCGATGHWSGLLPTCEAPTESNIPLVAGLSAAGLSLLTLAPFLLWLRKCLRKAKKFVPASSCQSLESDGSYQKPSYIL
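Assay system: HUVEC, human umbilical vein endothelial cells / Amount: 3,000 HUVEC/well / Controls: TNF-alpha positive control, DMSO neutral control / Compound dosing: single concentration / Medium: EGM-2 over gelatin coat / Evaluation: percent E-selectin-positive cells / Signal: immunofluorescence imaging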
CASP6 VEID inh: blocks human caspase-6 cleavage activity; purified caspase-6, Z-VEID-R110 cleavage fluorescence; 0.53% of 350,000 active; P55212; inhibition, % at 12.5 µM;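 active = mean inhibition across replicates at least about 35%, with every replicate also reaching that limit, limit read from the data; inconclusive = only one of the two criteria met; inactive = neither criterion met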;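 note: 0% = median of neutral control wells and 100% = no fluorescence left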
Target sequence (P55212 24-179 limits assumed): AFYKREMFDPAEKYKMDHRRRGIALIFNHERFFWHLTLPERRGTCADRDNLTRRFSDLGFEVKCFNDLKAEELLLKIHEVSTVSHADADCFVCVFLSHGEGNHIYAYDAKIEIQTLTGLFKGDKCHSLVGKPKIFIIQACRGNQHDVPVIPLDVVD
Target sequence (P55212 194-293 limits assumed): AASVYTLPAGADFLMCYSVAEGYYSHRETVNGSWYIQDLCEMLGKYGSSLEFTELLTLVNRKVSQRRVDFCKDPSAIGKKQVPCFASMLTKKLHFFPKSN
RAD54 branch: blocks human RAD54 Holliday junction branch migration | Q92698 | FAM/BHQ fluorescence | inhibition, % at 10.4 µM | 0.14% of 360,000 active | AID 602329;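 active = mean normalized replicate activity at least 40 and at least half of replicates scoring 40 or more; inconclusive = only one of the two criteria met; inactive = mean below 40 and under half of replicates reaching 40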;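 note: 0% = median of neutral control wells and 100% = median of positive control wells; inhibitors cause a drop in the FAM fluorescence signal; in these data hits start at about 50%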
RAD52 anneal inh: blocks human RAD52 DNA annealing | recombinant RAD52 DNA annealing, FRET fluorescence | inhibition, % at 18.7 µM | 0.46% of 360,000 active | AID 651710;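 active = every replicate showing at least 50% inhibition; inconclusive = mean inhibition at least 50% but not in every replicate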
DENV2 CPE rescue: inhibitors of DENV2 cytopathic effect; DENV2-infected cells, cytopathic effect rescue, plate reader; CPE inhibition, % at 9.99 µM; 1.7% of 350,000 active; AID 651640; in the data active = CPE inhibition above about 20%, passing the limit was not always enough; inconclusive = no clear call, values can overlap the other calls; tested in BHK-21 cells;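 note: 0% = median of neutral control wells and 100% = median of positive control wells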
F508del corr: CFTR F508del correction in bronchial cells | CFBE cells, YFP halide quenching; stimulated with forskolin plus potentiator P3; % fluorescence drop versus neutral controls | activity (quench increase), % at 7.58 µM | 0.36% of 350,000 active;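 active = mean added fluorescence quench of at least 8% versus neutral control, with both replicates also reaching 8%; inconclusive = only one of the mean or replicate conditions met; inactive = mean below 8% and not both replicates reaching 8%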;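 note: cells transiently co-express mutant CFTR-F508del with the halide-sensitive YFP; corrector assay measuring rescue of mutant channel to the surface after 24 h compound exposure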
The depositor's hits bear a star; ? = inconclusive; / = not tested or not shown; & = joins results of further samples. No enrichment for hits; overall some 3.7% were active at least once.

SMILES | GSIS activator | XiGFP reactiv | E-sel inducer | CASP6 VEID inh | RAD54 branch | RAD52 anneal inh | DENV2 CPE rescue | F508del corr
O=C(NCc1ccccc1)C1c2ccccc2OCC(=O)N1Cc1ccc2c(c1)OCO2 (configuration not stated) | -3 | 0.1 | 1.1 | -4 | / | -13 | 0 | 1.4
COc1ccccc1CNC(=O)C[C@H]1CC[C@H]2[C@@H](COC[C@@H](O)CN2Cc2cccc(-c3ccncc3)c2)O1 | -1 | 0.0 | 0.4 | 0 | -2 | 8 | -2 | 4.2
Cc1ccc(/C=C2\SC(=S)N(NS(=O)(=O)c3ccc(C)cc3)C2=O)cc1 | -5 | 0.4 | -0.1 | 10 | -1 | -19 | 12 | -0.3
CC(=O)c1cc2c(cc1NC(=O)Cn1nc(C)c(C)c(C#N)c1=O)OCO2 | 7 | 0.4 | / | -4 | / | -5 | -5 | 2.4
COC(=O)C(N)CCCCN (configuration not stated) | 6 | / | / | -30 | 9 | -15 | ? | -3.9
Cn1nc(C(=O)NCC(=O)Nc2ccc(F)c(F)c2)ccc1=O | 9 | -0.2 | 0.0 | -1 | 5 | -5 | -5 | -2.3
CCNC(=O)[C@@H]1[C@@H](CO)[C@@H]2Cn3c(cccc3=O)[C@H]1N2Cc1cccc(Cl)c1 | 9 | 0.0 | 0.3 | 0 | / | -6 | 12 | 1.5
C[C@@H]1CN([C@H](C)CO)C(=O)c2cc(-c3ccc(C(=O)N(C)C)cc3)cnc2O[C@H]1CN(C)Cc1ccc(C(=O)O)cc1 | -2 | 1.2 | -0.2 | -1 | 12 | 6 | -6 | 2.0
Cc1cc(N2C(=O)C(O)=C(C(=O)c3ccc(C)o3)C2c2cccc(Cl)c2)no1 (configuration not stated) | / | -0.1 | -0.2 | 1 | -2 | -55 | -6 | 0.7
CC1CCN(c2nc3ccc(C(=O)N4CCN(Cc5ccc6c(c5)OCO6)CC4)cc3s2)CC1 | / | 0.0 | -1.0 | 2 | -19 | -10 | -4 | -0.8
Cc1ccccc1Cn1cc(NC(=O)c2noc3c2CC(C(C)(C)C)CC3)cn1 (configuration not stated) | 18 | / | / | -4 | 5 | -7 | -4 | 1.5
COc1ccc(NC(=O)Nc2ccc3c(c2)C(=O)N([C@H](C)CO)C[C@H](C)[C@@H](CN(C)S(=O)(=O)c2ccccc2)O3)cc1 | -8&-10 | 0.0&0.1 | 0.4 | 0&-1 | -2&5 | -17&-21 | -8&0 | -2.0&3.3
CCOC(=O)C1CCN(S(=O)(=O)c2ccc(C)c(C)c2)CC1 | 2 | 0.0 | / | -2 | / | 5 | 1 | 0.7
O=C(NCc1ccc(Cl)cc1)c1ccncc1 | 6 | 0.1 | 0.7 | -4 | -13 | -9 | 1 | 1.9
CNC[C@@H]1Oc2cc(C#CC(C)(C)O)ccc2S(=O)(=O)N([C@@H](C)CO)C[C@@H]1C | 13 | -0.1 | / | 0 | -6 | -14 | -9 | -3.0
CCOc1ccc(NC(=O)NC(=O)N(C(C)C)S(C)(=O)=O)cc1 | 5 | 0.1 | 3.2 | -1 | 8 | -8 | 1 | -1.7
CC(=O)NCc1ccc(C(=O)CCl)cc1 | 34 | -0.1 | 0.4 | 2 | -8 | -11 | 13 | -1.2
CCOc1ccc(NC(=O)CN(C)C(=O)C2=COCCO2)cc1OCC | 22 | 0.4 | / | 2 | / | -8 | 6 | 1.9
COc1cc(OC)cc(C(=O)Nc2cccc(NC(=O)c3ccccc3)c2)c1 | -21 | 0.0 | 0.0 | 0 | / | -21 | 4 | -2.3
CCn1c(SCC(=O)NC2CC2)nnc1C(C)Oc1ccccc1 (configuration not stated) | 1 | 0.4 | 3.0 | 0 | -2 | -11 | 4 | 2.8
Cc1ccc2oc(C(=O)N(Cc3ccccc3)C3CCS(=O)(=O)C3)c(C)c2c1 (configuration not stated) | -18 | -0.1 | 0.3 | 4 | 13 | -19 | 7 | 1.6
CN(Cc1ccccc1)C(=O)CCC1CCN(C(=O)c2ccco2)CC1 | -8 | 0.0 | 0.2 | 5 | -4 | -4 | 2 | 0.0
CC1CCC(N2CCNCC2)CC1 (configuration not stated) | 1 | 0.0 | / | -9 | / | -7 | -1 | -5.9
COc1ccc(NC(=O)CN2C(=O)NC(C)(c3ccc(C)cc3)C2=O)cn1 (configuration not stated) | 2 | 0.2 | / | 4 | 0 | -6 | -2 | -5.1
O=C(CN1C(=O)NC2(CCCCCC2)C1=O)c1ccccc1 | -13 | 0.0 | 0.6 | -10 | -2 | -17 | -8 | -1.5
SMILES | GSIS activator | XiGFP reactiv | E-sel inducer | CASP6 VEID inh | RAD54 branch | RAD52 anneal inh | DENV2 CPE rescue | F508del corr
C[C@@H]1CCCCO[C@H](CN(C)C(=O)Nc2ccc(F)cc2)[C@@H](C)CN([C@@H](C)CO)C(=O)c2cc(NS(=O)(=O)c3ccccc3)ccc2O1 | -1 | -1.0 | 0.0 | 0 | 5 | -8 | -11 | -0.6
CC(=O)c1cc(CN2CCN(C(C)C)C(CCO)C2)cs1 (configuration not stated) | 2 | 0.5 | / | -5 | / | -1 | 1 | 1.7
COc1ccc(S(=O)(=O)Nc2ccc3c(c2)C(=O)N([C@H](C)CO)C[C@@H](C)[C@H](CN(C)Cc2ccc(C(=O)O)cc2)OCCCC[C@@H](C)O3)cc1 | 28 | 0.0 | 0.0 | -1 | 5 | -2 | 7 | 1.3
CCCCn1c(=O)c(CCC(=O)OCC(=O)Nc2cccc3ccccc23)nc2ccccc21 | / | 0.0 | -0.3 | 0 | 13 | -7 | -11 | -0.2
Cc1cc(F)ccc1NC(=O)C(C)n1c2ccccc2c2nc(=O)cc(C)n21 (configuration not stated) | 7 | 0.0 | -2.0 | 1 | -7 | -1 | 17 | -1.6
C=CCn1c(CNC(=O)c2ccccc2F)nnc1SCC(=O)N1CCOCC1 | -2 | -0.1 | / | -22 | -4 | -10 | -3 | -2.1
Cc1ccccc1Cn1nc(C)c(NC(=O)c2noc3c2CCc2ccccc2-3)c1C | -8 | 0.0 | -0.1 | 0 | -8 | -13 | -6 | -1.5
CCN(Cc1ccccc1)S(=O)(=O)c1c(C)[nH]c(C)c1C(=O)N1CCCCC1 | / | 0.0 | / | 3 | 5 | -9 | 4 | 0.4
Cc1ccc(S(=O)(=O)Nc2ccc3c(c2)C(=O)N([C@H](C)CO)C[C@H](C)[C@H](CN(C)C(=O)NC(C)C)OCCCC[C@H](C)O3)cc1 | 9 | 0.3 | -0.2 | 1 | -12 | -3 | 8 | 0.3
Cc1noc(C)c1NC(=O)N(C)C[C@@H]1Oc2ccc(NC(=O)Nc3ccc(F)cc3)cc2C(=O)N([C@@H](C)CO)C[C@H]1C | 14 | -0.1 | 0.1 | 5 | 4 | -3 | 2 | -2.3
CCCC(=O)Nc1ccc2c(c1)C(=O)N(C)[C@H]1CC[C@@H](CC(=O)Nc3ccccc3)O[C@H]1CO2 | -3 | 0.2 | 0.0 | 6 | 7 | 10 | -13 | 2.7
C[C@H]1CN([C@@H](C)CO)C(=O)c2cc(NC(=O)c3ccncc3)ccc2O[C@H]1CN(C)Cc1ccc(-c2ccccc2)cc1 | -29 | 0.7 | -36 | 0 | -12 | / | -5 | 1.1
OC[C@H]1[C@@H](c2ccc(C#CC3CCCC3)cc2)[C@H]2CN(CCC(F)(F)F)CCCCN21 | / | / | / | -1 | 0 | 18 | 13 | 1.0
CC(C)(C)OC(=O)N1CCC(c2c(C(=O)NCC3CCN(C4CCCC4)C3)cnn2-c2cccc(Cl)c2)CC1 (configuration not stated) | -2 | 0.0 | / | -11 | -11 | -14 | -1 | -1.6
C[C@H](CO)N1C[C@H](C)[C@@H](CN(C)Cc2cccnc2)Oc2cc(C#CC3CC3)ccc2S1(=O)=O | -18 | -0.9 | 0.5 | 1 | -2 | 5 | -3 | 2.9
Nc1cc(Cl)nc(N/N=C/c2c(O)ccc3ccccc23)n1 | 8 | 0.0 | / | 2 | / | -12 | -15 | 1.0
COc1ccc(Nc2ccc3ccccc3c2)cc1 | / | 0.3 | 8.5 | -1 | -5 | -12 | -11 | 2.1
Cc1nc2oc3ccc(F)cc3c(=O)c2cc1C(=O)O | 7 | 0.0 | -0.4 | 4 | -10 | -19 | -7 | 1.7
Cc1noc(C)c1NC(=O)N[C@@H]1C=C[C@@H](CC(=O)NCc2ccc(Cl)c(Cl)c2)O[C@@H]1CO | -11 | -0.3 | -0.6 | 2 | 7 | -5 | 13 | 0.6
Cc1cc2cc(C)c(NCCNC(=O)c3ccccc3)nc2cc1C | -4 | 0.0 | 0.2 | -1 | 4 | 10 | -1 | 5.7
COc1ccc(CN(C)C(=O)c2cccc(S(=O)(=O)N3CCc4ccccc43)c2)c(OC)c1 | -60 | 0.2 | / | -1 | -12 | -57 | -5 | -2.5
O=C(Nc1ccccc1Cl)c1cc(C2CCCCN2C(=O)CCCc2ccccc2)on1 (configuration not stated) | -5 | 0.3 | -0.8 | -1 | -6 | -15 | 7 | -2.7
COc1cccc(N2CC(C(=O)NCc3n[nH]c(=O)c4ccccc34)CC2=O)c1 (configuration not stated) | 7 | 0.0 | 0.4 | 0 | / | -11 | 4 | 1.6
CC(=O)c1ccc(S(=O)(=O)NCCC(=O)NCCc2c[nH]c3ccccc23)cc1 | / | 0.2 | -0.4 | 6 | -3 | -39 | 5 | -0.3
O=C(O)CC1CCC(=C(Cl)Cl)C1 (configuration not stated) | -14 | / | / | 9 | -7 | -9 | / | -5.1
SMILES | GSIS activator | XiGFP reactiv | E-sel inducer | CASP6 VEID inh | RAD54 branch | RAD52 anneal inh | DENV2 CPE rescue | F508del corr
O=C(Nc1ccccc1F)N1C[C@H]2[C@@H](c3ccccc31)[C@H](CO)N2C(=O)C1CCCCC1 | -8 | 0.0 | 0.0 | 0 | 1 | -12 | -8 | -1.3
COC(=O)C(Cc1ccccc1)NS(=O)(=O)c1ccccc1Br (configuration not stated) | 8 | 0.3 | 0.4 | / | 4 | / | / | 0.0
Cc1cccc(CCNC(=O)C2CCC(=O)N(Cc3ccc(Cl)cc3)C2)n1 (configuration not stated) | 1 | 0.1 | 0.7 | -2 | 8 | -5 | -7 | -4.0
CC1(C)CC(=O)N(CC(=O)NCc2ccccc2)c2ccccc2S1(=O)=O | 7 | 0.5 | / | -2 | 1 | -9 | -5 | -0.5
CC(C)C#Cc1cnc2c(c1)C(=O)N([C@@H](C)CO)C[C@@H](C)[C@H](CN(C)C(=O)c1cccc(F)c1)O2 | 14 | 0.0 | -0.2 | 0 | 2 | 9 | 3 | 2.0
CCCCOc1ccc(Cc2c(O)nc(SC)[nH]c2=O)cc1 | 3 | -0.1 | -0.3 | -1 | -4 | -17 | -7 | 0.1

3 compounds already listed, ordered by their value in F508del corr, falling.
molecule	GSIS activator	CASP6 VEID inh	RAD52 anneal inh	DENV2 CPE rescue	F508del corr
CC(C)C#Cc1cnc2c(c1)C(=O)N([C@@H](C)CO)C[C@@H](C)[C@H](CN(C)C(=O)c1cccc(F)c1)O2	14	0	9	3	2.0
CCCCOc1ccc(Cc2c(O)nc(SC)[nH]c2=O)cc1	3	-1	-17	-7	0.1
CC1(C)CC(=O)N(CC(=O)NCc2ccccc2)c2ccccc2S1(=O)=O	7	-2	-9	-5	-0.5

Assay outcomes as filed in PubChem.
